TrxR1 substrate: substrates of rat thioredoxin reductase 1; Potency, µM (top dose mostly 114 µM), for the others: at the top dose activity change, negative = substrate turnover; purified TrxR1 substrate turnover, NADPH consumption readout; 390,000 tested, 0.01% active; AID 588456; O89049; further: potency means the concentration at half of the fitted maximal effect; on the % scale 0 is the no-effect control and ±100 the full control effect; nearly all actives have a fitted effect of over 50% in size
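Rat TrxR1, dispensed at 90 nM, was prereduced with 400 uM NADPH (final) for 5 min at ~22 deg C, then incubated with compound 15 min before 400 uM selenite. A first-read NADPH fluorescence drop versus no-compound background flagged substrates.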
GLS inh: glutaminase GLS (human) inhibition; O94925; 410,000 tested, 0.21% active; Potency, µM (titrated, usually from 45.5 µM), inactives show at the top dose activity change, negative = inhibition, hits mostly inhibitors; GLS enzymatic activity, qHTS titration; AID 624170; further: potency means the concentration at half of the fitted maximal effect; on the % scale 0 is the no-effect control and ±100 the full control effect
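Two-point fluorescence kinetic (t0, 30 min RT) for hKGA; glutamate detected via glutamate oxidase–HRP–Amplex Red. Substrate: 1 mM L-glutamine solution; buffer 45 mM KH2PO4, pH 8.2.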
PI4K2A inh: inhibitors of human PI4K2A; Q9BTU6; purified PI4K2A, ADP-Glo luminescence, 1 h; stronger effect = lower value; activity change, negative = inhibition, % at 76.9 µM; 420,000 tested, 0.13% active; in the data active means activity change below about -50%; inconclusive means mostly about -30% to -49%;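 further: -100% = wells without enzyme as full effect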
Target sequence (Q9BTU6 whole entry, looked up): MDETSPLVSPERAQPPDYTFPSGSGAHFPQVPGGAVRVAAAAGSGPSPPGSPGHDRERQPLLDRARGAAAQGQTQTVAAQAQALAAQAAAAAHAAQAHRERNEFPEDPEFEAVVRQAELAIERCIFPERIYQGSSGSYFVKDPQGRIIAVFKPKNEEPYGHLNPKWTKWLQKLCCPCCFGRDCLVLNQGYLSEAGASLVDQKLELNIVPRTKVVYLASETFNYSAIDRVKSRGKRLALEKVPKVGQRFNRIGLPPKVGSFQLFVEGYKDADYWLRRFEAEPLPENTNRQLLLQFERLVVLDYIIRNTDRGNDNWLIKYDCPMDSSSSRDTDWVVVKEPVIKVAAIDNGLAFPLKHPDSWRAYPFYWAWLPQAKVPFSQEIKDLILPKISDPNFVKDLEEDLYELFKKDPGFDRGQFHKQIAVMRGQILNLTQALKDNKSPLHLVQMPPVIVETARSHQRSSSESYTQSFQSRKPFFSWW
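PI4K2A activity was measured by ADP-Glo luminescence: enzyme (4 ug/mL stock) and phosphatidylinositol (1.2 mM stock) in Tris pH 7.5/MgCl2/EGTA/Triton X-100 buffer were reacted with ATP (300 microM stock) for one hour at ambient temperature.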
Pin1 inhibitor: inhibitors of human Pin1; Q13526; Pin1 FP peptide displacement, HiFluor488, 10 min; Potency, µM (top dose mostly 115 µM), for inactives: top-dose activity, negative = inhibition, usual class: inhibitors; 390,000 tested, 0.009% active; AID 504891; active means well fitted inhibition curve with a large enough effect in the polarisation, with a control signal flat, not every such curve was filed as active; inconclusive means small, poorly fitted or top-dose-only effect, or effect the other way, or a change in a side signal; inactive means no such curve, though single readings can be large or run the other way; the % refers to the polarisation; further: potency means the concentration at half of the fitted maximal effect; on the % scale 0 is the no-effect control and ±100 the full control effect
Target sequence (Q13526 whole entry, looked up): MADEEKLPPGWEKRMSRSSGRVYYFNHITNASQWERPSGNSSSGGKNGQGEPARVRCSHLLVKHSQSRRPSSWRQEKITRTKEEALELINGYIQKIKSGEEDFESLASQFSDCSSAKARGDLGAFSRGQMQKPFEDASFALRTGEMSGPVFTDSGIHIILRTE
Tb PGK inh: blocks T. brucei phosphoglycerate kinase. Potency, µM (titrated, usually from 57.5 µM), for inactives: top-dose activity change, negative = inhibition, most hits filed as inhibitors. 380,000 tested, 0.043% active. PGK/GAPDH coupled, Kinase-Glo luminescence, 60 min. P07378. AID 602233; further: potency means the concentration at half of the fitted maximal effect; on the % scale 0 is the no-effect control and ±100 the full control effect; nearly all actives have a fitted effect of over 60% in size
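Luminescent ATP detection (Kinase-Glo Plus) follows a 60-minute room-temperature incubation, with wells lacking PGK as controls. Buffer: 100 mM TEA (pH 7.6), 5 mM MgCl2, 0.01% Tween-20. Coupling enzyme GAPDH (100 nM final) supplies unstable 1,3-BPG in-well.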
HP1b chromo inh: blocks HP1-beta chromodomain binding to methylated histone tails; AlphaScreen HP1-beta / biotin-H3K9me3 peptide binding; Potency, µM (top dose mostly 114 µM), inactives show at the top dose activity change, negative = inhibition, most hits filed as inhibitors; 390,000 tested, 0.56% active; further: potency means the concentration at half of the fitted maximal effect; nearly all actives have a fitted effect of over 70% in size; inactives centre near 23
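AlphaScreen: HP1-beta (50 nM) preformed 30 min with biotin-H3(1-18)K9me3 peptide (50 nM) in PBS pH 7.4, 0.01% Tween-20. Compound added for 30 min at RT, then streptavidin donor/nickel chelate acceptor beads (10 ug/mL) for 30 min.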
USP1-UAF1 inh: USP1/UAF1 (human) deubiquitinase inhibition; 390,000 tested, 0.23% active; AID 743255; recombinant USP1/UAF1, Ub-Rhodamine cleavage fluorescence; Potency, µM (titrated, usually from 57.1 µM), for the others: top-dose activity change, negative = inhibition, usual class: inhibitors; further: potency means the concentration at half of the fitted maximal effect; on the % scale 0 is the no-effect control and ±100 the full control effect; nearly all actives have a fitted effect of over 60% in size; inactives centre near -12
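USP1/UAF1 complex (1 nM) preincubated 15 min at room temperature with compound, then Ub-Rho substrate (150 nM final) added. Kinetic fluorescence at 480/540 nm over 6 reads at 60 s intervals; 50 mM HEPES pH 7.8, 0.5 mM EDTA, 0.1 mg/ml BSA, 1 mM TCEP, 0.01% Tween-20.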
IDH1 R132H inh: inhibitors of human mutant IDH1 R132H; AID 602179; IDH1-R132H enzyme, NADPH consumption, diaphorase/resazurin fluorescence; 390,000 tested, 0.093% active; O75874; Potency, µM (top dose mostly 76.6 µM), inactives show at the highest dose activity change, negative = inhibition, usual class: inhibitors; further: potency means the concentration at half of the fitted maximal effect; on the % scale 0 is the no-effect control and ±100 the full control effect; nearly all actives have a fitted effect of over 65% in size
Target sequence (O75874 whole entry R132H, stated change not applied): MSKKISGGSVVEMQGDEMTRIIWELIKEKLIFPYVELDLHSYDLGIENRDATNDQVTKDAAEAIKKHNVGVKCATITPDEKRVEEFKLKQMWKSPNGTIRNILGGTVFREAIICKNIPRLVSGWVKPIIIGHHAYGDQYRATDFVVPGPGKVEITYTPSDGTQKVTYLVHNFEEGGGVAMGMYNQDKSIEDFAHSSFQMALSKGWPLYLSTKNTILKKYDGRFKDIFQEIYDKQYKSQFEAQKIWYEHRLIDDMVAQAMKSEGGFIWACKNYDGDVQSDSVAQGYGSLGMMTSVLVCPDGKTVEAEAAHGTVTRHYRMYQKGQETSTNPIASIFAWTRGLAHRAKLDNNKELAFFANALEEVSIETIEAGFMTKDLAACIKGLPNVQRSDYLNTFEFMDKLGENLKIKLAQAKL
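IDH1-R132H (0.5 ug/mL) preincubated 30 min with compound, then NADPH (0.016 mM) and alpha-KG (2 mM) added; 80 min at RT, pH 7.5. Remaining NADPH coupled via diaphorase/resazurin to fluorescence (540/590 nm); concentration-response curves normalized to no-enzyme control.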
TrxR1 inh: blocks rat thioredoxin reductase 1. O89049. recombinant rTrxR1, NADPH fluorescence consumption, selenite substrate. Potency, µM (titrated, usually from 114 µM), without a hit: at the top dose activity change, negative = inhibition, hits mostly inhibitors. 390,000 tested, 1% active. AID 588453; further: potency means the concentration at half of the fitted maximal effect; on the % scale 0 is the no-effect control and ±100 the full control effect; nearly all actives have a fitted effect of over 65% in size
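Rat TrxR1 (90 nM in the dispensed reagent) was pre-reduced with 400 uM NADPH for 5 min at room temperature, then incubated with compound for 15 min. After 400 uM selenite was added, NADPH fluorescence (Ex 340/Em 450 nm) was followed for 8 min.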
* marks the source's active call; other numbers are inactive results; i = inactive; ? = inconclusive; · = not tested or not shown; [ ] = dose if it differs, or a comment. Unless noted, the call rests on the fitted dose curve; in most records, active means well fitted curve in the direction sought with a large enough effect; inconclusive means small, poorly fitted or top-dose-only effect, or another doubt; inactive means no such curve, though single readings can be large; an effect the other way counts as inactive or inconclusive.

SMILES	TrxR1 substrate	GLS inh	PI4K2A inh	Pin1 inhibitor	Tb PGK inh	HP1b chromo inh	USP1-UAF1 inh	IDH1 R132H inh	TrxR1 inh
CCOc1ccc(C(=O)NC2CC(=O)N(c3ccc4c(c3)OCCO4)C2)cc1 (centres undefined)	5%	12%	1	-4%	-7%	19%	-20%	-2%	16%
CN(C)c1cccc(C(=O)Nc2ccc(N3CCOCC3)cc2)c1	-1%	45%[activator]	0	-3%	-12%	-6%	-7%	2%	9%
CCOc1ccc2[nH]c(=O)c(CN(CCO)Cc3nnnn3CCc3ccccc3)cc2c1	21%	4%	3	-8%	-8%	24%	-19%	4%	-16%
CCCCN1C(=O)C(CC(=O)NC2CC2)CC(C(=O)N2CCOCC2)=C1C (centres undefined)	·	-5%	-4	·	-3%	·	-25%	-4%	·
C=CCNC(=O)c1cc(-c2ccc(Br)cc2)on1	3%	1%	0	17%	-10%	29%	6%	0%	22%
CC(NC(=O)CSc1n[nH]c(=O)n1C1CC1)C12CC3CC(CC(C3)C1)C2 (centres undefined)	4%	-1%	9	-6%	-6%	30%[activator]	-9%	0%	16%
CC(C)=CC(=O)O[C@@H]1Cc2c(ccc3ccc(=O)oc23)OC1(C)C	56%[activator]	2%	6	?	7%	37%	-18%	9%	-13%
CC1=C(C(=O)OC(C)C)C(c2ccccc2)NC(=O)N1C (centres undefined)	-2%	2%	-1	-3%	-8%	33%	-19%	12%	13%
CC(=O)NC(Cc1c[nH]c2ccccc12)C(=O)OCC(=O)N1CCN(S(=O)(=O)c2ccc(Cl)cc2)CC1 (centres undefined)	4%	-9%	-3	-9%	-5%	3%	-11%	2%	24%
COc1cc(OC)c(NS(=O)(=O)c2cc(C(=O)NCCCN3CCOCC3)ccc2C)cc1Cl	·	9%	6	·	-12%	·	-21%	3%	·
C#CC(c1ccccc1)(c1ccccc1)n1ccnc1	·	2%	-3	·	i	·	?	-1%	·
O=C(NCc1ccccc1)c1nc(S(=O)(=O)Cc2ccc(F)cc2)ncc1Cl	-1%	2%	4	?	i	48%[activator]	?	29%	3.5µM*
COc1cc(OC)c(NC(=O)c2c(C)oc3ncnc(N4CCCCC4)c23)cc1Cl	-2%	-4%	0	0%	-10%	20%	-17%	-13%	11%
COc1cc(Cl)c(C)cc1NC(=O)c1cc2ccc3cccnc3c2[nH]1	23%	-11%	-4	23%	1%	-2%	-23%	19%	27%
O=[N+]([O-])c1ccc(-c2cnc(SCc3ccccc3Cl)[nH]2)cc1	-8%	8%	2	26%	-4%	?	-32%	3%	-4%
Cc1ccc(Nc2ccc(C(N)=O)cc2[N+](=O)[O-])cc1C	-4%	-4%	3	-2%	-2%	0%	-23%	4%	16%
CC(C)NC(=O)CN1CCN(c2ncccn2)CC1	7%	14%	-2	-1%	-8%	?	9%	0%	17%
Cn1cnnc1SCC(=O)N1CCN(C(=O)c2ccco2)CC1	-2%[57.1 µM]	1%	-1	0%	-10%	25%	-11%	0%	10%[57.1 µM]
COc1ccc(Cl)cc1NC(=O)c1cc(C)nc2c1c(C)nn2-c1ccccc1	18%	-10%	0	-4%	-5%	39%[activator]	11%	-4%	-9%
CCOC(=O)C(C)Sc1nnc(CNC(=O)c2ccc(OC)cc2)n1C1CCCCC1 (centres undefined)	0%	4%	0	-3%	i	29%	-14%	11%	6%
Cc1cccc(NC(=O)CN2C(=O)C(C)Oc3ccccc32)n1 (centres undefined)	2%	-21%	5	-8%	-9%	50%[activator]	-18%	11%	12%
CCC1=C(OC(=O)N(CC)CC)N2C(=O)OC(=NCC(=O)OC)[C@]2(Cc2ccccc2)[C@H]2C1=CC[C@H]1C(=O)N(C)C(=O)[C@H]12	-9%[57.1 µM]	-8%	1	-11%	-2%	36%[activator]	-26%	-3%	10%[57.1 µM]
Cc1ccccc1CSCC(=O)c1c(N)n(C)c(=O)n(C)c1=O	3%[57.1 µM]	-5%	-6	9%	-9%	26%	-12%	3%	-9%[57.1 µM]
COc1cc(NC(=O)Cn2nc(C(F)(F)F)c(Br)c2C)cc([N+](=O)[O-])c1	-13%	6%	-1	1%	2%	21%	-3%	-6%	-14%
O=C1N(Cc2cccc(Cl)c2)C[C@@H]2C[C@@H](c3c[nH]c4ccccc34)N3CCC[C@@]123	-1%[57.1 µM]	-18%	1	?	-1%	-30%	-14%	5%	-20%[57.1 µM]
O=C(C/C(=N\NC(=O)c1ccccc1Br)C(F)(F)F)c1cccs1	-4%	23%	4	2%	-4%	20%	-9%	0%	-19%
CC(C)(C)C1CCc2c(sc(NC(=O)Cn3nnc(-c4ccccc4Cl)n3)c2C#N)C1 (centres undefined)	-1%	-4%	1	?	·	-24%	9%	·	10%
CCc1c(C)nc2nncn2c1NCc1ccc(Cl)cc1	0%	7%	-1	8%	·	61%[activator]	-13%	·	10%
Cc1c(C(C)(C)C)sc(=NC(=O)c2ccccc2O)n1C	11%	-2%	1	1%	7%	51%[activator]	-25%	-5%	10%
CCc1nnc(NC(=O)c2ccc3c(c2)C(=O)N(CC)C3=O)s1	-9%	-7%	-5	1%	i	37%	-14%	2%	-12%
O=C(NCCCn1ccnc1)c1ccc(N2CCCCC2)c([N+](=O)[O-])c1	6%[57.1 µM]	11%	-5	-6%	5%	3%	-14%	3%	21%[57.1 µM]
CC(=NNC(=O)c1ccncc1)c1cc(Cl)ccc1Cl	6%[57.1 µM]	-8%	2	-3%	-1%	19%[57 µM]	-3%	-4%	13%[2.29 µM]
O=C(Nc1ccc(C(=O)N2CCOCC2)cc1)c1cc(-c2cccnc2)nc2ccc(Cl)cc12	2%[57.1 µM]	-2%	3	22%	-3%	46%[activator]	-1%	-6%	-9%[57.1 µM]
NC(=O)c1c(NC(=O)CSc2nnc(-c3ccco3)n2N)sc2c1CCCC2	-4%[57.1 µM]	3%	-9	?	?	-24%	-19%	2%	?
CCC(=O)N(C)C[C@H]1Oc2cc(Br)ccc2S(=O)(=O)N([C@@H](C)CO)C[C@H]1C	·	1%	7	·	-3%	·	-6%	14%	·
CCCC(=O)NC1C2CC3CC(C2)CC1C3 (centres undefined)	4%	-3%	1	0%	·	28%	2%	5%	6%
CCCC(=O)Nc1nnc(CCOC)s1	-3%	2%	0	0%	1%	28%	-9%	-4%	13%
Cc1nc(Cl)sc1C(=O)Nc1cc(F)cc(F)c1	-3%[57.1 µM]	2%	10	-9%	-2%	26%	-13%	3%	-12%[57.1 µM]
O=C(Oc1c(Cl)cc(Cl)c2cccnc12)c1ccco1	-7%	28%	-17	0%	-2%	23%	-19%	8%	2%
Cc1ccc(NC(=S)NNC(C)(C)C)cc1	5%	-24%	-5	-5%	-17%	1%	?	5%	8%[57.1 µM]
CCCC(=O)N(Cc1cccnc1)c1nc2c(OC)ccc(Cl)c2s1	3%	4%	-2	-5%	-12%	39%[activator]	-6%	3%	27%
COc1ccc2c(c1)C(=O)C1NC(=O)NC(=O)C1(Br)N2 (centres undefined)	9%[57.1 µM]	-1%	-4	1%	13%	20%[57 µM]	-7%	0%	1%[2.29 µM]
COC(=O)c1ccc2c(=O)n(CCCCCC(=O)N3CCN(c4ccc(OC)cc4)CC3)c(=O)[nH]c2c1	-3%[57.1 µM]	?	6	?	-1%	25%	6%	-8%	5%[57.1 µM]
CC(C)c1cc(C(=O)N2CCCC(Nc3ccc(F)cc3)C2)n[nH]1 (centres undefined)	-7%	30%	1	0%	-5%	10%	-9%	9%	-8%
Cc1ccc(S(=O)(=O)N2C[C@@H]3[C@H]4CC[C@H](C4)[C@@H]3[C@@H](C)[C@H]2c2ccco2)cc1	5%	-3%	0	5%	1%	16%	-21%	-5%	-10%
CCOC(=O)c1cn2nc(Oc3cccc(C(F)(F)F)c3)ccc2n1	77%	-5%	0	2%	i	21%	-10%	9%	12%[57.1 µM]
COc1cccc(NC(=O)Nc2ccncc2)c1	-1%	-4%	1	2%	-12%	3%	-25%	0%	-8%
COc1cc(CNCCNC(=O)c2cccs2)cc(OC)c1OC	5%	0%	11	-7%	-7%	-21%	-16%	9%	29%
O=C(Nc1ccc2oc(-c3ccc(Cl)c(Cl)c3)nc2c1)c1ncn[nH]1	0%	3%	3	10%	-30%	33%	-9%	3%	-6%
COC(=O)c1ccc(C2C(C(=O)Nc3ccccc3C)=C(C)Nc3ncnn32)cc1 (centres undefined)	-2%	13%	5	4%	2%	38%	-4%	0%	5%
O=C1OC(Nc2ncccn2)c2ccccc21 (centres undefined)	-3%	4%	-3	-13%	i	14%	13%	2%	6%

2 compounds from above, showing only Pin1 inhibitor and TrxR1 substrate:
molecule	Pin1 inhibitor	TrxR1 substrate
CC(C)c1cc(C(=O)N2CCCC(Nc3ccc(F)cc3)C2)n[nH]1 (centres undefined)	0%	-7%
Cc1ccc(S(=O)(=O)N2C[C@@H]3[C@H]4CC[C@H](C4)[C@@H]3[C@@H](C)[C@H]2c2ccco2)cc1	5%	5%

Assay outcomes deposited in PubChem by National Center for Advancing Translational Sciences (NCATS).

These rows are one share of the data; the hit share may differ from the screen's.
